rCAG binder – binds r(CAG) RNA repeats. r(CAG) RNA repeat, TO-PRO-1 dye displacement fluorescence. inhibition, % at 3 µM. 370,000 tested, 1.3% active. AID 651821;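 active = inhibition above the plate cutoff, the mean of all test compounds on that plate plus 3 SD, cut at about 35% in these data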;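 note: 0% = DMSO alone and 100% = 100 µM mitoxantrone as full dye displacement; higher means more dye released from RNA so lower well fluorescence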
ABHD4 inh – inhibits mouse alpha/beta hydrolase domain 4. Q8VD66. purified mABHD4, FP-Rh probe fluorescence polarization. inhibition, % at 8.92 µM. 370,000 tested, 0.54% active. AID 720543;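 active = inhibition exceeding the mean over every tested compound plus 3 SD, cut at about 30% in these data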;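 note: 0% = plate median of compound wells and 100% = S159A mutant with DMSO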
Target sequence (Q8VD66 whole entry, looked up, the tested form may be a part): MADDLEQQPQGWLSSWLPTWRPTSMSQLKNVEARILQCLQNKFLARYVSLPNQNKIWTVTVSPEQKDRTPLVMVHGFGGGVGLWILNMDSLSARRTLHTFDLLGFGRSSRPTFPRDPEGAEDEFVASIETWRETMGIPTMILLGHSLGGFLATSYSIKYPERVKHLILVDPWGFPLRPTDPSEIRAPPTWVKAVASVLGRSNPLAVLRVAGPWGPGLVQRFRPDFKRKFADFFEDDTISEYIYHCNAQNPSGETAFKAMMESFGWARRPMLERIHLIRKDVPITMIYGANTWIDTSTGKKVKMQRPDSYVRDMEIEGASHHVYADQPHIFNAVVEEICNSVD
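Material: mouse ABHD4 enzyme, wild type; Benchmarks: S159A mutant high control, sample median low control; Buffer or medium: HEPES pH 7.0, NaCl, Pluronic buffer; Signal: fluorescence polarization; Read-out: percent inhibition of probe binding, normalized to plate controls; Timing: pre-incubation 45 min, probe exposure 60 min, at 25 °C; Dosing: 8.92 µM, single dose.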
HTRA1 inh – blocks human HTRA1 serine peptidase | Q92743 | recombinant HTRA1, FP-rhodamine activity-based probe, fluorescence polarization | inhibition, % at 5.96 µM | 340,000 tested, 0.5% active; in the data active = inhibition above about 36%;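 note: 0% = enzyme with DMSO and 100% = wells lacking enzyme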
Target sequence (Q92743 whole entry, looked up): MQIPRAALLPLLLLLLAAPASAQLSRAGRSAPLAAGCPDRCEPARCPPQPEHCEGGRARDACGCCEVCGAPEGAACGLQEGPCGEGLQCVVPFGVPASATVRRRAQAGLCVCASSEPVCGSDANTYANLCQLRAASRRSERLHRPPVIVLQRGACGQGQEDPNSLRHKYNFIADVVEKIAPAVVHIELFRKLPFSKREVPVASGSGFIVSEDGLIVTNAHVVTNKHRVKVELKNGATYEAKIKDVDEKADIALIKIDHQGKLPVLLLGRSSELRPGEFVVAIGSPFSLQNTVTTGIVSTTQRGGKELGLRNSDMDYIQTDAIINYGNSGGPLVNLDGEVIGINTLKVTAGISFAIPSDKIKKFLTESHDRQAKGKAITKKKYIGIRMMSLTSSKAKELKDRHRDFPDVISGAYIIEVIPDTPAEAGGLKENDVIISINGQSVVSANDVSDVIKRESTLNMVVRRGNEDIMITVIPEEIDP
TCR-CD3 inh – blocks the human TCR-CD3 interaction; TAMRA-labeled TCR probe fluorescence, biochemical; inhibition, % at 9.4 µM; 360,000 tested, 0.37% active; in the data active = inhibition above about 19%;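 note: recombinant mutant TCR 2C K166C tagged with TAMRA read by polarization; 0% = receptor in buffer alone and 100% = receptor with positive control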
UHRF1 binding – human UHRF1 methylated DNA binding inhibitors. UHRF1 binding to methylated oligo, TR-FRET. inhibition, % at 4.4 µM. 370,000 tested, 0.75% active; in the data active = inhibition above about 21%;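 note: UHRF1 SRA domain binding a hemimethylated CpG hairpin DNA probe; 0% = median of test compound wells and 100% = reference inhibitor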
MBD2 DNA inh – inhibitors of human MBD2 binding to methylated oligonucleotide | inhibition, % at 4.4 µM | 370,000 tested, 0.31% active | TR-FRET | AID 686964; in the data active = inhibition above about 13%
PRMT1 FP inh – blocks human protein arginine methyltransferase 1. Q99873. recombinant PRMT1, activity-based probe fluorescence polarization. inhibition, % at 2.79 µM. 370,000 tested, 1.3% active. AID 652257;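 active = inhibition above about 21% made by adding two undisclosed values, limit read from the data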
PG9 Ab binder – small molecules binding HIV-1 gp120 antibody PG9 | TR-FRET gp120-PG9 antibody binding | inhibition, % at 6.7 µM | 360,000 tested, 0.43% active | AID 624416; in the data active = inhibition above about 8.5%
LEDGF integ inh – blocks HIV-1 LEDGF/p75-dependent DNA integration; TR-FRET IN-LEDGF/p75 DNA integration, Eu/Cy5; inhibition, % at 3.7 µM; 370,000 tested, 0.64% active; AID 743269;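 active = inhibition above the screen-wide mean plus 3 SD, cut at about 13% in these data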;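 note: signal is the Cy5 over europium emission ratio at 671 and 618 nm; 0% = plate median of compound wells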
NR1D1 modulator – Rev-erb alpha (human) modulation. P20393. Rev-erbα–FITC-DNA binding, fluorescence polarization, 90 min. activity, % at 10 µM. 370,000 tested, 0.79% active;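 active = activity above about 14%, limit read from the data; passing the limit was not always enough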;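 note: 0% = DMSO wells with 35 nM protein and 100% = DMSO wells with 750 nM protein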
An asterisk follows results filed as active; . = not tested or not shown.

SMILES	rCAG binder	ABHD4 inh	HTRA1 inh	TCR-CD3 inh	UHRF1 binding	MBD2 DNA inh	PRMT1 FP inh	PG9 Ab binder	LEDGF integ inh	NR1D1 modulator
COc1ccc([N+](=O)[O-])cc1NC(=O)CSCc1cc(C)cc(C)c1	5	-6	-30	-8	1	0	3	-2.5	-2	1
O=C(/C=C/c1ccco1)Nc1ccccc1N1CCOCC1	6	2	1	1	0	0	6	-2.6	-3	5
CC[n+]1cc(-c2ccccc2)nc(N2CCOCC2)n1	-1	1	3	-8	0	4	12	0.1	5	-2
CCOc1c(Br)cc(/C=C(\C#N)C(=O)NC2CC2)cc1OC	-7	-6	2	7	1	-2	2	-0.2	-2	4
O=P(c1ccccc1)(c1ccccc1)c1cc(S(=O)(=O)O)ccc1O	4	2	-3	-1	27*	6	-1	-0.9	2	-8
O=C(Cc1n[nH]c(=O)c2ccccc12)OCC(=O)c1ccc(F)cc1	2	-7	2	-2	4	9	3	1.1	-1	7
CN(CC(=O)Nc1c(Cl)cccc1Cl)C(=O)CNC(=O)C1CCCCC1	-2	-3	3	10	-2	3	-1	-0.4	3	3
COc1ccc(CN(C)C[C@@H]2OCc3cnnn3CCCC(=O)N([C@@H](C)CO)C[C@H]2C)cc1	0	5	3	-3	-2	4	2	0.7	0	-6
CCCCN(C(=S)NC(=O)c1ccccc1)c1c(N)n(Cc2ccccc2)c(=O)[nH]c1=O	3	1	-1	-9	3	1	7	-1.6	-1	-3
CC(=O)Nc1ccc(S(=O)(=O)N2CCC(Oc3ccc(-n4cnnn4)cc3)CC2)cc1	11	-1	-14	0	0	-4	-6	-1.4	-1	-3
Cc1ccc(S(=O)(=O)N(CC(=O)N2CCC(C)CC2)Cc2ccccc2F)cc1	-10	-3	-12	6	0	-5	-4	-1.6	-2	-1
CNC(=O)c1sccc1SCc1c(Cl)cccc1Cl	-2	5	-5	15	-1	2	-1	0.5	-1	7
O=C(Nc1ccccc1)C1=C[C@H](c2ccc(C(F)(F)F)cc2)C[C@H](OCc2ccc(CO)cc2)O1	8	-49	.	-2	3	3	2	-0.8	3	9
Cc1cccnc1	4	5	2	-5	0	0	-1	0.8	-1	-4
CCCNC(=O)NC(=O)CN1C(=O)NC(C)(c2ccc3ccccc3c2)C1=O (configuration not stated)	-1	-9	-15	-8	3	7	6	-0.7	-4	4
COc1ccc(NC(=O)CC2C(=O)N(c3cccc(OC)c3)C(=O)N2Cc2ccco2)cc1 (configuration not stated)	5	-5	-4	4	-2	0	1	0.0	0	-1

Full records as entered above.
`COc1ccc(CN(C)C[C@@H]2OCc3cnnn3CCCC(=O)N([C@@H](C)CO)C[C@H]2C)cc1` as listed: rCAG binder: 0; ABHD4 inh: 5; HTRA1 inh: 3; TCR-CD3 inh: -3; UHRF1 binding: -2; MBD2 DNA inh: 4; PRMT1 FP inh: 2; PG9 Ab binder: 0.7; LEDGF integ inh: 0; NR1D1 modulator: -6
`O=P(c1ccccc1)(c1ccccc1)c1cc(S(=O)(=O)O)ccc1O` as listed: rCAG binder: 4; ABHD4 inh: 2; HTRA1 inh: -3; TCR-CD3 inh: -1; UHRF1 binding: 27*; MBD2 DNA inh: 6; PRMT1 FP inh: -1; PG9 Ab binder: -0.9; LEDGF integ inh: 2; NR1D1 modulator: -8

New compounds follow
SMILES	rCAG binder	ABHD4 inh	HTRA1 inh	TCR-CD3 inh	UHRF1 binding	MBD2 DNA inh	PRMT1 FP inh	PG9 Ab binder	LEDGF integ inh	NR1D1 modulator
C/C(=N\NC(=O)CNc1ccccc1Cl)C(C)(C)C	0	-3	-6	1	-2	4	-1	-0.3	-1	-1
O=C(Nn1c(C2CCCCC2)nc2ccccc2c1=O)c1cc(Cl)ccc1[N+](=O)[O-]	4	-4	-10	0	2	1	-1	-2.1	2	2
COc1cc(CN2CCCCCC2)cc([N+](=O)[O-])c1O	4	10	7	5	-1	-6	0	-2.3	1	-5
O=C(NCCc1ccccc1)C1CCC(CNc2nc(=S)[nH]c3ccccc23)CC1 (configuration not stated)	2	-1	4	-2	-4	-2	-1	-0.6	-3	3
CCc1nn(CC(=O)N2CCN(c3ccc(F)cc3)CC2)c(=O)c2cc3occc3n12	0	7	-4	-1	2	3	2	-2.6	-4	0
COc1cc(-c2nnc(SCc3ccccc3Cl)o2)cc(OC)c1OC	6	-10	-19	0	4	4	-4	0.3	-2	5
CCOC(=O)c1ccc(NC(=O)c2cccc(S(=O)(=O)N3CCOCC3)c2)cc1	3	-2	-14	2	2	0	0	0.3	0	-4
O=C(/C=C/c1ccccc1)Nc1cccc(C(=O)N2CCCC2)c1	0	3	-4	-2	-3	-1	-1	-0.1	-5	-2
Cc1ccc(CSC2=NCCN2C(=O)C2CC2)cc1	-6	4	3	-6	2	1	0	-1.9	-1	2
Cc1ccc(Cn2nc3c4cc(F)ccc4n(Cc4ccc(F)cc4)cc-3c2=O)cc1	3	4	-7	2	1	2	3	0.4	-3	-24
COc1cccc(NC(=O)COC(=O)c2c(C)noc2C)c1	3	0	4	0	-2	-5	1	-0.3	0	-4
COC(=O)[C@]12C[C@H](CC(=O)N3CCOCC3)C(=O)N(Cc3ccccc3)C1=C[C@H](C(C)(C)C)O[C@@H]2C	0	5	.	2	-1	-3	-5	-1.2	-1	-5
CN(C(=O)COC(=O)c1nc(-c2ccccc2)n(-c2ccccc2)n1)C1CCS(=O)(=O)C1 (configuration not stated)	0	9	0	-4	4	-2	-1	-0.8	-1	1
CCN(C(=S)NC(=O)Cc1ccc(OC)cc1)c1ccccc1	2	1	7	2	1	-1	5	-2.2	0	-2
COc1c2ccoc2nc2c(OC)c(OCC(OC(C)=O)C(C)(C)O)ccc12 (configuration not stated)	-2	3	5	6	-3	1	0	0.4	-1	5
O=C1NCCN/C1=C\C(=O)c1cccc(Br)c1	-4	2	1	2	3	-9	6	1.6	-1	3
CC(C)(C)c1ccc(CC(=O)N2CCC2(C)C(=O)NS(=O)(=O)c2ccc(F)cc2F)cc1 (configuration not stated)	41*	0	.	-7	1	-3	-2	2.4	4	1
COc1ccc2cc(C(=O)N(C)Cc3ccccc3)[nH]c2c1	-2	2	7	-7	3	4	2	4.7	-8	15
CCOc1cc(-c2c(C)c(CC)nc(N)c2C#N)ccc1O	-7	-5	4	-5	1	-3	3	1.8	-1	2
OCCN1CCN(c2ncnc3c2ncn3[C@H]2CN(Cc3cccs3)C[C@@H](CO)O2)CC1	-1	-2	.	-1	1	1	-5	1.0	-4	-1
COc1ccc(OC)c(NC(=O)Nc2cccc3ccccc23)c1	6	3	-2	-1	2	-6	-1	-1.9	3	8
Nc1[nH]c(N=NC(=O)c2ccc(F)cc2)c2ccccc12	3	9	-1	0	-6	-6	-5	-3.1	-2	2
CCc1c(C)nc2[nH]ncn2c1=O	0	-4	2	5	1	-1	2	1.3	-1	-10
Cc1onc(-c2ccccc2)c1C(=O)OCCOc1ccc([N+](=O)[O-])cc1[N+](=O)[O-]	6	-13	-10	2	0	4	1	-0.7	-1	0
COc1ccc(NC(=O)/C(=C\c2ccc(OC)c(OC)c2)NC(=O)c2ccco2)cc1	-3	2	1	-1	11	-1	3	-1.6	-4	5
COc1ccc(S(=O)(=O)N2CCCCCC2)cc1C(=O)NCCc1ccccc1	2	6	-10	5	2	-6	-5	0.3	4	1
Oc1ccc(-c2nccc(-c3ccc(Br)cc3)n2)cc1	19	-74	-56	-2	3	7	1	-1.7	0	-2
COC(=O)c1c(-c2cccc3ccccc23)csc1NC(=O)Cc1ccc(OC)c(OC)c1	9	-11	-23	-3	3	-1	3	-1.2	-6	20*
O=C(Nc1nccs1)c1ccc(S(=O)(=O)NCc2cccs2)cc1	4	-6	-14	1	5	0	0	-0.7	3	-1
CCOc1ccc(C(=O)NCC(=O)NCCOc2ccc(C)cc2)cc1	-5	7	-2	-1	-2	0	1	-2.1	-3	-8
O=S(=O)([O-])CCC[n+]1ccc(Oc2ccccc2)cc1	-2	1	5	4	-4	-5	-4	1.2	1	1
CN(Cc1ccccc1)C(=O)C1CCN(S(=O)(=O)c2ccc3nc4c(c(C(=O)O)c3c2)CCCC4)CC1	54*	18	3	-1	1	2	8	-0.5	5	5
CC(C(=O)Nc1cccc([N+](=O)[O-])c1)N1CCN(C/C=C/c2ccccc2)CC1 (configuration not stated)	-5	5	-6	5	-3	-2	-5	0.3	0	-1
O=C1N=NC(=O)N1c1ccccc1	7	6	1	-10	1	-1	6	-1.8	-2	-3
O=C(NC1CCCCC1)c1ccc(CS(=O)(=O)Cc2ccccc2F)o1	2	6	-1	5	1	0	-1	1.2	0	-3
CC(=O)c1ccc(N(C(=O)CS(=O)CC(=O)Nc2ccc(F)cc2)C(C(=O)NC2CCCCC2)c2cccs2)cc1 (configuration not stated)	2	2	-7	0	1	-2	3	0.3	-2	-2
Cc1ccc(C)c(NC(=O)c2ccc3c(c2)CCN3S(C)(=O)=O)c1	-1	-2	2	2	1	4	1	-1.2	-3	-6
COc1cc2c(cc1NC(=O)Nc1ccc(F)cc1)oc1ccccc12	7	7	-3	-5	10	2	1	1.9	0	8
O=C(CSc1nnc(SCc2ccc(Cl)cc2)s1)N/N=C/c1c(Cl)cccc1Cl	3	0	-2	9	1	2	-3	-1.5	0	-6
O=c1oc2ccccc2c(O)c1Cc1cc(Cl)c2cccnc2c1O	17	33*	52*	0	-4	-7	-1	-3.0	-3	-1
Cc1onc(-c2c(F)cccc2Cl)c1C(=O)OCC(=O)N(C)c1ccccc1	0	-11	2	0	9	6	0	1.5	0	-3
CC(C)(CNC(=O)CC1C(=O)NCCN1Cc1cccc(F)c1)N1CCOCC1 (configuration not stated)	0	4	1	4	-3	2	0	-1.7	2	-4
CCOC(=O)c1snc(-c2ccc(F)cc2)c1N	3	2	-3	6	5	2	0	-1.3	10	-2
CC(=O)Oc1ccc(Cn2cnc3cc4ccccc4cc32)cc1	4	-8	-24	0	2	5	2	4.0	-2	1
O=C(/C=C/c1ccc(F)cc1)NC(=S)N1CCOCC1	1	5	6	-1	2	-3	1	-0.8	1	1
CC1CCN(C(=O)c2ccccc2NC(=O)Cc2ccccc2)CC1	-7	4	9	-4	-1	-1	-3	0.7	-1	-4
N#CCSc1ccccc1NC(=O)CN1C(=O)C2CC=CCC2C1=O (configuration not stated)	3	7	-1	9	-1	0	-2	-0.7	4	6
COc1ccc(C2c3[nH]c4ccccc4c3C[C@H]3C(=O)N(c4ccccc4C(=O)N4CCC(C(=O)O)CC4)C(=O)N23)cc1 (some centres not stated)	29	3	4	3	1	2	-2	0.8	0	-1
CS(=O)(=O)N1CCC(Oc2cccc(C(=O)NCCCOc3cccnc3)c2)CC1	-1	-10	2	-6	1	-6	-4	-3.2	2	-1
CCOc1cccc(-c2cc(C(=O)Nc3ccon3)c3ccccc3n2)c1	8	-17	-33	7	-2	-4	0	0.8	-1	9
COc1ccc(-c2cc(C(=O)Nc3ccc(OC)cc3OC)no2)cc1	-1	-15	-2	-5	3	3	6	0.1	0	-6
CC(=O)c1cn(CC(=O)Nc2ccccc2C)c2ccccc12	2	-1	-4	5	-4	-3	-3	0.4	-2	-2
Cc1ccc(S(=O)(=O)NC(CC(=O)NCC2CCCO2)c2ccco2)cc1 (configuration not stated)	-5	-1	2	-2	4	2	1	-0.9	5	-1

These rows are one share of the data, so the mix of outcomes need not match the whole.
